# RGS4 inhibitor: inhibitors of human regulator of G protein signaling 4 | 0.039% of 390,000 active | Potency, µM (titrated, usually from 114 µM), for inactives: top-dose activity change, negative = inhibition, hits mostly inhibitors | Transcreener GDP fluorescence polarization, RGS4-accelerated GTP hydrolysis | AID 504845 | P49798; further: potency means the concentration at half of the fitted maximal effect; on the % scale 0 is the no-effect control and ±100 the full control effect; nearly all actives have a fitted effect of over 75% in size; some results filed as inactive show a strong effect at the top dose
# Target sequence (P49798 whole entry, looked up): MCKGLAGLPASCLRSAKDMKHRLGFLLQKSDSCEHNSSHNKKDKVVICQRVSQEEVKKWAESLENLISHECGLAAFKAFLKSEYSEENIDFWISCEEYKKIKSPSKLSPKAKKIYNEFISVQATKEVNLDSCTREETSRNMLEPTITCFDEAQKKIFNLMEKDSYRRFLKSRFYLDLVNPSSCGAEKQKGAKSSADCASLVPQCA
#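 MLSMR compounds (23 nl, pin-transferred) preincubated 10 min at room temperature with a 500nM (2x) first reagent, then RGS4 at 900nM (2x) plus Transcreener GDP mix added; fluorescence polarization (620/688 nm) read before and after 90 min at 30 °C.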
# D2 ag: activates the human D2 dopamine receptor. P14416. HEK293 T-REx D2 cells, calcium flux agonist mode. activation, % at 2 µM. 0.53% of 340,000 active;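 active means activation over 3 SD above normal in the single-dose calcium agonist read, cut at about 30% in these data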; further: 0% is about no effect
#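 Agonism is scored from calcium flux in a force-coupled, inducible HEK293 cell line expressing D2, read kinetically for 180 s after compound addition against dopamine controls.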
# LDHA block: inhibitors of human lactate dehydrogenase A. purified LDHA, NADH/diaphorase-resazurin fluorescence; active compounds read low. activity change, % (values are at about 110 or 230 µM). 0.15% of 480,000 active; in the data active means activity change below about -30%; inconclusive means mostly about -25% to -30%;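 further: plate controls were DMSO wells for no effect and wells without enzyme for full effect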
#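 Resorufin fluorescence (ex540/em590), read at 0 and 20 min after diaphorase/resazurin addition, reports the NADH left after a 5 min room-temperature reaction of 2 nM human LDH5 with 0.06 mM NADH and 0.2 mM pyruvate.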
# Glioma ERSR ind: inducers of ER stress response in human glioma cells; U87-MG GRP78 promoter luciferase reporter, 16 h; Potency, µM, for the others: top-dose activation, usual class: activators; 0.02% of 420,000 active; further: potency means the concentration at half of the fitted maximal effect; series mostly up to about 76 µM; % of control where 0% means no effect; nearly all actives have a fitted effect of over 35% in size
#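 ERSR induction read as luciferase luminescence (Bright-Glo, 10 min at room temperature) in stably transfected human U87-MG glioma cells exposed to compounds for 16 h, using GRP78 as sensor.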
# Vif-A3G inh: blocks the Vif interaction with human APOBEC3G. Q9HC16. HeLa A3G-eYFP + Vif (tagged APOBEC3G with the HIV-1 protein that degrades it), YFP fluorescence, overnight. Potency, µM (doses to about 46.1 µM), for the others: at the top dose activity, negative = active, most hits filed as inhibitors. 0.076% of 410,000 active;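 further: potency means the concentration at half of the fitted maximal effect; on the % scale 0 is the no-effect control and ±100 the full control effect; nearly all actives have a fitted effect of over 60% in size; hits raise eYFP signal because A3G escapes Vif-driven loss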
# Target sequence (Q9HC16 whole entry, looked up): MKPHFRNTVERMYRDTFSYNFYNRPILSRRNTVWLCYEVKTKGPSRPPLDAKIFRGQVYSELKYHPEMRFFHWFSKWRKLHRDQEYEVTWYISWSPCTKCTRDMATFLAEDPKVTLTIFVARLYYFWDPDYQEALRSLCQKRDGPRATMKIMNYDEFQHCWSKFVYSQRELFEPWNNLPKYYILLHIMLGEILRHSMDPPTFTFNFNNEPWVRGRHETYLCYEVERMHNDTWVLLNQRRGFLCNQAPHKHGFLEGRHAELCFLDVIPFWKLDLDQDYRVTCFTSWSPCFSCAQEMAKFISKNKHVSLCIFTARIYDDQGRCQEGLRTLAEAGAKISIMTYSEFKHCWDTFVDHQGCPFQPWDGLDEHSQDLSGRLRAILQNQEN
#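 Read-out is eYFP fluorescence (Ex 488/Em 500-530) from Vif-expressing HeLa A3G-eYFP cells; more signal means A3G escaped Vif-mediated degradation. Cells plated overnight, compound pinned in, incubated overnight at 37 deg C.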
# Vif-A3F inh: blocks the Vif interaction with APOBEC3F | HeLa A3F-eYFP + Vif (tagged APOBEC3F with the HIV-1 protein that degrades it), YFP fluorescence increase | Potency, µM (top dose mostly 46.1 µM), for inactives: top-dose activity, negative = active | 0.2% of 390,000 active; further: potency means the concentration at half of the fitted maximal effect; % of control where 0% means no effect; nearly all actives have a fitted effect of over 65% in size
#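 HeLa cells stably expressing Vif plus C-terminally eYFP-tagged A3F were seeded, incubated overnight at 37 deg C, dosed with compound, incubated overnight again at 37 deg C. Yellow fluorescence (Ex 488/Em 500-530) reported blocked Vif-mediated A3F-eYFP degradation.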
# ALOX12 inh: blocks human arachidonate 12S-lipoxygenase | AID 1671190 | P18054 | Potency, µM (highest dose often 108 µM), for inactives: at the highest dose activity change, negative = inhibition, hits mostly inhibitors | 1.1% of 580,000 active | purified 12hLO, xylenol orange hydroperoxide absorbance; further: potency means the concentration at half of the fitted maximal effect; on the % scale 0 is the no-effect control and ±100 the full control effect
#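 Purified human 12hLO (150 nM final) in 25 mM Hepes, 0.01% Triton X-100, pH 7.0 was preincubated 15 min at room temperature with compound. Then 40 uM arachidonic acid was added, 30 min. Hydroperoxide was read by Fe-XO absorbance ratio 573/405 nm.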
# D2 antagonist: D2 dopamine receptor (human) antagonism; P14416; HEK293 TREx D2 cells, calcium flux, dopamine EC80; inhibition, % at 10 µM; 2% of 340,000 active; AID 485344; in the data active means inhibition above about 30%; further: 0% is about no effect
#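 Compounds are added to dye-loaded, induced HEK293 T-REx cells coupled to calcium release via D2; after a 3 min kinetic read an EC80 dopamine stimulus is given and fluorescence is recorded for 3 more min.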
# ERG-DNA inh: ERG Ets/DNA interaction inhibition | P11308 | fluorescence polarization, His-ERG Ets domain / labelled DNA | Potency, µM (highest dose often 76.9 µM), for the others: at the highest dose FP activity, negative = inhibition, most hits filed as inhibitors | 0.028% of 370,000 active | AID 624246; active means well fitted inhibition curve with a large enough effect in the polarisation, with a control signal flat; inconclusive means small, poorly fitted or top-dose-only effect, or effect the other way, or a change in a side signal; inactive means no such curve, though single readings can be large or run the other way; the % refers to the polarisation;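 further: polarization taken with two DNA probes labelled with fluorescein and Texas red; potency means the concentration at half of the fitted maximal effect; % of control where 0% means no effect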
# Target sequence (P11308 whole entry, looked up, the tested form may be a part): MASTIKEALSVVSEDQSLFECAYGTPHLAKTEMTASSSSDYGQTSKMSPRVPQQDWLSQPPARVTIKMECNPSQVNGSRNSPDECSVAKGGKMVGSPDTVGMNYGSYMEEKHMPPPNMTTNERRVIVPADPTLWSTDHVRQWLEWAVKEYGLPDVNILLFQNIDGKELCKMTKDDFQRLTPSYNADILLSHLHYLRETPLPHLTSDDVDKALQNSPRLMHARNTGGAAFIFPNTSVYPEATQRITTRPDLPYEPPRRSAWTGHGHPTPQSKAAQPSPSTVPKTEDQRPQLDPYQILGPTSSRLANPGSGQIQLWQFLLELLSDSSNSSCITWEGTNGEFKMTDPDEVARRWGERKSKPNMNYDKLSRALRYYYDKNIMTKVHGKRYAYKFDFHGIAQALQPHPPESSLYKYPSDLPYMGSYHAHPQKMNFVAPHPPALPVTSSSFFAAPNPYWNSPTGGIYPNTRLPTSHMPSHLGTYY
#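 His-tagged ERG Ets domain (1 uM in the protein solution; 300mM KCl, 50mM Tris-HCl, 1mM EDTA, 1mM DTT, pH 7.5) received compound, then a probe mix of 5 nM fluorescein-DNA and 100nM Texas-615-DNA. Fluorescence polarization was read for both dyes.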
# Active calls of the source: *; ? = inconclusive; nt = not tested or not shown; & = joins results of further samples; [ ] = remark or other dose. Unless noted, the call rests on the fitted dose curve; in most records, active means well fitted curve in the direction sought with a large enough effect; inconclusive means small, poorly fitted or top-dose-only effect, or another doubt; inactive means no such curve, though single readings can be large; an effect the other way counts as inactive or inconclusive.
SMILES,RGS4 inhibitor,D2 ag,LDHA block,Glioma ERSR ind,Vif-A3G inh,Vif-A3F inh,ALOX12 inh,D2 antagonist,ERG-DNA inh
CN(CC1CCCO1)S(=O)(=O)c1ccc(C(=O)Nc2nnc(-c3ccccc3)o2)cc1 (centres undefined),-10%,0.2,1,-3%,1%,1%,-1%,0,-1%
COc1ccc(S(=O)(=O)N2CCC(C(=O)N[C@H](C(=O)NC3CCCC3)C(C)C)CC2)cc1,0%[11.4 µM],0.3,-3,2%,3%,0%,-19%,-17,-5%
CSc1nnc2ccc(-c3ccc(C)cc3)nn12,-10%,-1.2,-1,11%,-6%,2%,-7%,-18,-4%
c1csc(-c2nn3c(Cn4cnc5ccccc54)nnc3s2)c1,-5%,0.2,-8,-1%,1%,-9%,?,-6,nt
CCNC(=O)CCSc1nc2cc(Cl)ccc2o1,5%,-0.1,-8,3%,1%,5%,0%,6,3%
CCOc1cccc2sc(N(CCN(C)C)C(=O)c3ccc4c(c3)OCCO4)nc12,-12%,2.6,-2,-7%,0%,?,?,-9,1%
O=C(NCCNS(=O)(=O)c1ccccc1)N1CCOCC1,-18%,0.4,-8,-6%,-6%,-3%,-10%,11,nt
Cc1ccc(C)c(NC(=O)c2c(Cl)nc3ccccn23)c1,24%,-0.7,-14,-1%,4%,3%,-5%,2,-1%
N#CCCN(C(=O)CSc1ccc2c(c1)OCCO2)c1ccc(F)cc1,10%,0.5,-6,5%,-1%,nt,0%,7,-5%
O=C(CN1CCN(S(=O)(=O)N2CCCCC2)CC1)Nc1ccc(Cl)c(Cl)c1,-14%,-2.8,2,-4%,-2%,-13%,-8%,15,-6%
CCCCCCN=CC1=C(O)CC(C)(C)CC1=O,0%,-0.9,-4,3%,0%,-1%,14%[57.4 µM],-18,1%
COC(=O)c1cc(NS(=O)(=O)c2cccc(Cl)c2)ccc1N1CCOCC1,6%,nt,0,-6%,3%,-3%,-40%,nt,1%
Nc1nc2ccc(Cc3ccncc3)cc2s1,-37%,2.7,0,0%,-1%,-4%,-20%,9,-14%
CCc1ccccc1Nc1cc(C(=O)NCc2ccc(C)cc2)c2ccccc2n1,0%,0.1,0,-2%,-4%,-4%,?,nt,3%
COc1ccc(CC(=O)N/N=C/c2ccc(-c3ccc(F)cc3)o2)cc1OC,-12%,40*,3,-2%,4%,-9%,-2%,4,12%
O=C(Nc1ccc(CN2CCOCC2)cc1)c1ccc(Cl)cc1,-24%,0.6,1,-2%,2%,4%,0%,-9,-9%
COCCCNc1nc2c(-c3ccc(C)cc3)nnn2c2ccccc12,1%,0.2,0,3%,2%,-2%,-9%,14,10%
CCCCc1sc(-c2c(C#N)c(N)nc3c2CCCCC3)cc1[N+](=O)[O-],-7%,-0.1,3,-4%,-4%,-10%,-28%,17,4%
Cc1nnc(SCC(=O)Nc2ccc3c(c2)COC3=O)n1-c1ccccc1,2%,2.3,2,-4%,0%,0%,-4%[57.4 µM],-9,15%
COc1ccc(C(=O)C[n+]2cccc3cc(C)ccc32)cc1,-4%,1.7,-3,0%,-6%,-11%,?,2,8%
Cc1ccc2c(=O)cc(C(=O)NCCc3ccc(S(N)(=O)=O)cc3)oc2c1,-9%,2.2,-8&8,-4%,6%,-13%,-13%,1,3%
COc1ccc(C(=O)NCC(=O)N2CCC(Cc3ccccc3)CC2)cc1OC,9%,-0.9,-4,-5%,0%,-7%,25%,-10,-1%
CCc1ccccc1OCC(=O)OCC(=O)N1CC(=O)Nc2ccccc21,16%,-0.1,-7,-5%,-3%,-5%,-15%,-8,0%
Cc1ccc(NC(=O)Nc2c(C)n(C)n(-c3ccccc3)c2=O)cc1C,?,-0.3,-4,1%,0%,-18%,3%,-5,0%
Cc1ccc(C(=O)Nc2nnc(S(=O)(=O)N3CCCc4ccccc43)s2)cc1,10%,-1.3,0,-1%,-5%,-10%,-28%,nt,-2%
CN1C(=O)C(C)(C)c2cc(S(=O)(=O)N3CCCC(C(=O)NCc4ccc(Cl)cc4)C3)ccc21 (centres undefined),3%,1.0,-1,-2%,0%,1%,13%,3,10%
COc1ccc(NC(=S)N2CCNC(=O)C2CC(=O)Nc2ccc(C)cc2)cc1 (centres undefined),-21%,1.5,-3,-1%,0%,-17%,-23%,2,-4%
CC(C)NC(C(=O)Nc1cc(Cl)cc(Cl)c1)c1ccccc1 (centres undefined),5%,-1.7,-3,-4%,1%,-11%,-16%,-4,0%
Cc1ccc(CNC(=O)C2CCCN(S(=O)(=O)c3c(C)noc3/C=C/N(C)C)C2)cc1 (centres undefined),28%,0.2,-7,-2%,-15%,-4%,-2%,-14,14%
Oc1ccc(C2C[C@H]3CC[C@@H]2C3)cc1O (some centres undefined),-51%,-0.2,25,-3%,-9%,0%,?,15,-8%
CCC(c1nnnn1C1CCCC1)N(Cc1cccs1)Cc1cc2cc(C)ccc2[nH]c1=O (centres undefined),-29%,-0.4,-8,-5%,-4%,-13%,?,5,14%
OCCN1CCOCCN(CCO)CCOCC1,47%,0.7,0,-3%,-1%,-1%,-2%,-9,-3%
c1ccc(CN(Cc2cccs2)C(c2cccs2)c2nnnn2C2CCCC2)cc1 (centres undefined),-1%,nt,-9,-10%,0%,-5%,29%,nt,0%
C/C=C/c1ccc(OCC(O)CN(C)Cc2ccc(SC)cc2)c(OC)c1 (centres undefined),-5%,-0.1,-9,-1%,-4%,-1%,?,10,3%
O=c1cc(O)nc[nH]1,-3%,0.8,0,-6%,3%,-12%,-27%,-6,12%
COc1ccc(/C=N/NC(=O)c2ccc(Cl)cc2)cc1Cn1cc(Cl)cn1,-6%,-0.6,-10,1%,1%,4%,-6%,-7,1%
CC(=O)c1cn(-c2ccc(Cl)cc2)c(=O)n(Cc2ccc(F)cc2)c1=O,-5%,-0.2,0,-3%,0%,-10%,-11%,-1,15%
O=C(NCC1CCCO1)c1nn2c(C(F)(F)F)cc(-c3cc(Br)cs3)nc2c1Br (centres undefined),-21%,1.2,1,-3%,-9%,10µM*,0%,-1,-8%
Cc1ccccc1-c1nc(CS(=O)(=O)CC(=O)N2CCc3ccccc3C2)c(C)o1,-14%,-0.7,4,-4%,0%,-5%,18%[57.4 µM],-31,6%
Cc1cccc(C(=O)Nc2sc3c(c2C(=O)Nc2ccccc2)CCC3)c1,11%,-0.6,-8,-2%,-4%,-5%,-24%,nt,0%
Cc1ccc(S(=O)(=O)N(Cc2ccc(C(F)(F)F)cc2)C(=O)N2CCN(C)CC2)cc1,9%,0.3,-6,-3%,2%,0%,-6%,-11,-3%
O=C(N/C(=C\c1ccco1)C(=O)N1CCCC1CO)c1ccccc1 (centres undefined),3%,0.2,4,-5%,3%,19%,-24%,-8,5%
COc1cc(C(=O)NCc2ccc3[nH]c(C)cc3c2)cc(OC)c1OC,6%,1.4,-3,-3%,0%,-3%,-11%,-5,-7%
CCn1c(=O)cc(N2CCCCC2)[nH]c1=O,18%,-0.5,1,-2%,1%,2%,0%,3,-4%
Cc1ccc(NC(=O)CN(C)C(=O)Cn2ccsc2=N)cc1,-19%,0.1,-9,-3%,4%,-5%,-4%,9,2%

# Two consecutive records out of the list so far, quoted:
SMILES,RGS4 inhibitor,D2 ag,LDHA block,Glioma ERSR ind,Vif-A3G inh,Vif-A3F inh,ALOX12 inh,D2 antagonist,ERG-DNA inh
CCn1c(=O)cc(N2CCCCC2)[nH]c1=O,18%,-0.5,1,-2%,1%,2%,0%,3,-4%
Cc1ccc(NC(=O)CN(C)C(=O)Cn2ccsc2=N)cc1,-19%,0.1,-9,-3%,4%,-5%,-4%,9,2%

# (listing goes on)
SMILES,RGS4 inhibitor,D2 ag,LDHA block,Glioma ERSR ind,Vif-A3G inh,Vif-A3F inh,ALOX12 inh,D2 antagonist,ERG-DNA inh
CCOc1ccccc1CNC(=O)CN(c1ccc(C)cc1)S(=O)(=O)N(C)C,17%,0.2,-1,-1%,1%,-1%,-13%,nt,-2%
O=C(OCc1cn([C@@H]2CN(Cc3cccs3)[C@@H](c3ccc(Cl)cc3)C[C@H]2O)nn1)c1ccccc1,nt,nt,-1,-1%,0%,?,?,nt,nt
COc1cc2c(c3oc(-c4ccccc4)cc(=O)c13)C=CC(C)(C)O2,8%,0.3,1,-5%,-7%,2%,?,-11,-3%
CCCCn1c(=O)[nH]c(=O)c2c1nc(COc1ccc(C#N)cc1)n2CCC,-4%,0.7,4,-5%,-6%,0%,4%,-5,-2%
Clc1ccc(-c2nnnn2-c2ccc(Cl)cc2)cc1,-10%,-0.4,-1,0%,2%,9%,?,-13,-8%
O=C(COC(=O)c1ccccn1)Nc1nccs1,-9%,1.4,-3,-3%,1%,nt,-4%,-2,-14%
COc1ccccc1CNC(=O)COC(=O)c1ccncc1,-43%,nt,-1,-4%,-6%,4%,315%[activator],nt,3%
Cc1onc(-c2ccccc2)c1C(=O)Nc1nncs1,-1%,0.6,-11,-3%,2%,-11%,-8%,-17,1%
O=C(CSc1nnc(-c2ccccc2)n1Cc1ccccc1)N1CCCC1,-7%,-1.8,-7,-2%,0%,2%,0%,7,-4%
CCOC(=O)CSc1nc2cc3c(cc2cc1C#N)OCCO3,10%,1.7,-4,-1%,-6%,-17%,2%,20,-3%
Cc1c(Cl)cccc1N1C(=O)CC(NNC(=O)c2cccs2)C1=O (centres undefined),-15%,1.0,-2,2%,0%,5%,-28%,-21,2%
Cc1c(Cl)cccc1NC(=O)CN(C1CCCCC1)S(C)(=O)=O,41%,0.6,-5,-4%,6%,5%,-4%,3,-7%
NC(=O)C1CCN(C(=O)C2CCN(C(=O)Nc3ccccc3)CC2)CC1,-11%,0.5,-3,-2%,2%,3%,-16%,-8,2%

# High-throughput results (PubChem)

# These rows are one share of the data. The share of hits here may be higher or lower than overall.
